High-throughput results from PubChem.
Mtb FBA inh: inhibits M. tuberculosis FBA enzyme; P9WQA3; purified M. tuberculosis FBA, fluorescence read-out; inhibition, % at 1 µM; 360,000 tested, 2.3% active; in the data active = inhibition above about 27%;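 note: 0% = vehicle and 100% = reference inhibitor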
Target sequence (P9WQA3 whole entry, looked up): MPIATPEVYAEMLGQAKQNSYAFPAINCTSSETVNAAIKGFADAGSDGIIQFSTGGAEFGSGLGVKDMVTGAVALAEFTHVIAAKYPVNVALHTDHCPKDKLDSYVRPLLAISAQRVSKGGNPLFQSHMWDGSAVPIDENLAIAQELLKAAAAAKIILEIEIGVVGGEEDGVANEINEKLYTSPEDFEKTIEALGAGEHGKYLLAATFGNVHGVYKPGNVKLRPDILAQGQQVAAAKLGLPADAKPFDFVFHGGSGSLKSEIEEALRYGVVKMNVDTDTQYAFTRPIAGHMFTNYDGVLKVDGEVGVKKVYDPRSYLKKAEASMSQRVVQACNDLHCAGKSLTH
FadD28 binding: M. tuberculosis FadD28 bisubstrate binding inhibition. FadD28 bisubstrate probe binding, fluorescence polarization. inhibition, % at 12.5 µM. 360,000 tested, 0.22% active; in the data active = inhibition above about 8.5%, passing the limit was not always enough; inconclusive = no clear call, values can overlap the other calls
BioA inh: BioA (M. tuberculosis) enzyme inhibition; purified M. tuberculosis BioA enzyme, plate reader; inhibition, % at 9.99 µM; 360,000 tested, 0.096% active; AID 602481; in the data active = inhibition above about 40%; inconclusive = no clear call, values can overlap the other calls
BoNT-F LC inh: blocks Botulinum neurotoxin F light chain protease. inhibition, % at 10 µM. AID 588497. 360,000 tested, 0.22% active. Multiplex microsphere protease cleavage assay, flow cytometry; in the data active = inhibition above about 35%, passing the limit was not always enough; inconclusive = no clear call, values can overlap the other calls; note: plate controls were buffer without enzyme for full effect and enzyme alone for no effect
MazF activator: MazEF (E. coli) toxin RNase activation. activation, % at 20 µM. FAM/BHQ RNA-DNA oligo cleavage fluorescence, 5 h. P0AE70. 350,000 tested, 0.32% active; in the data active = activation above about 50%
Target sequence (P0AE70 whole entry, looked up): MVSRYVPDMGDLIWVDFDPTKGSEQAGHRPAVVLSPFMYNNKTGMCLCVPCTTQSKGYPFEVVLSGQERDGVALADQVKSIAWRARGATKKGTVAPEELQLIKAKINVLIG
GDH-TPI inh: counter-screen for M. tuberculosis FBA inhibitors: GDH-TPI coupled enzymes. inhibition, % at 4.8 µM. 360,000 tested, 1.2% active. GDH-TPI coupled enzyme counterscreen, NADH absorbance; in the data active = inhibition above about 30%;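 note: 0% = DMSO wells and 100% = wells lacking the enzyme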
PrPC TRFRET: inhibitors of human cell surface prion protein PrPC; inhibition, % at 13.8 µM; TR-FRET read-out; 370,000 tested, 0.43% active; P04156; AID 720596; in the data active = inhibition above about 24%; note: 0% = median of the test wells and 100% = reference compound wells
UGM FP inh: Mtb UDP-galactopyranose mutase inhibition; P9WIQ1; purified UGM, fluorescence polarization probe displacement; inhibition, % at 10 µM; 320,000 tested, 0.06% active; in the data active = inhibition above about 10%, passing the limit was not always enough; inconclusive = no clear call, values can overlap the other calls
Target sequence (P9WIQ1 whole entry, looked up): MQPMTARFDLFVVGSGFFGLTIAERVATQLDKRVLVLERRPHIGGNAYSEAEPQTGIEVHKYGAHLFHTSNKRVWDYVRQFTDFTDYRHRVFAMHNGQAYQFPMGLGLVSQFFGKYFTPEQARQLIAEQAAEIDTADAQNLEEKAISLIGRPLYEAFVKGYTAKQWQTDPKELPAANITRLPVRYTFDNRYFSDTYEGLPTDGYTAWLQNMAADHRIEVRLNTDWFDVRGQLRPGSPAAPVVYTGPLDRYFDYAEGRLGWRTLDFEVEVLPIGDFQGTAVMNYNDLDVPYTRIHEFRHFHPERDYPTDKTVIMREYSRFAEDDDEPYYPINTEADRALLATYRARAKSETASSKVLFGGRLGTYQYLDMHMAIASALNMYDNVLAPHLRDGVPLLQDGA
Rv3671c protease: inhibits the M. tuberculosis serine protease Rv3671c | P9WHR9 | inhibition, % at 5.96 µM | 320,000 tested, 0.048% active; in the data active = inhibition above about 38%;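 note: extracellular domain of Rv3671c used as enzyme; 0% = enzyme with DMSO and 100% = no enzyme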
Numbers without * were called inactive; ? = inconclusive; nt = not tested or not shown; & = joins results of further samples. Random draw from the library. About 4.8% of those tested had a hit in this group.

SMILES	Mtb FBA inh	FadD28 binding	BioA inh	BoNT-F LC inh	MazF activator	GDH-TPI inh	PrPC TRFRET	UGM FP inh	Rv3671c protease
CCOC(=O)CC(=O)CSC1=C(C#N)C(c2ccccc2OC)CC(=O)N1 (stereo unspecified)	1	-2.1	0.2	1	-8	5	-1	3.1	-2
COc1ccccc1-n1c(C)nnc1SCC(N)=O	-1	-0.6	-0.7	1	3	-4	-2	-1.7	1
CCC(C)(C)C1CCC2(CC1)NC(=O)N(CC(=O)NCCc1ccc(OC)c(OC)c1)C2=O (stereo unspecified)	0	-4.5	-0.8	12	2	-6	4	0.3	1
CCCS(=O)(=O)N1CCN(c2ccccn2)CC1	4	-1.1	-2.7	7	-1	-1	-5	0.5	9
CCc1ccc(NS(=O)(=O)c2ccc(OC)c3ncccc23)cc1	-1	0.4	-0.2	4	7	0	-3	1.0	1
CSc1cccc(NC(=O)CNC(=O)C2CCCCC2)c1	0	-0.1	-2.5	-5	-1	-6	5	-1.3	-2
O=C1CC(N2CCOCC2)C(=O)N1c1ccccc1Cl (stereo unspecified)	0	-2.3	1.5	-1	-7	-2	0	-1.8	1
CN(N=C(c1ccccc1)c1ccccc1)c1ccccc1	-4	-3.4	-1.9	2	-14	2	1	nt	nt
Cc1cc(C)n2nc(C(=O)Nc3nccs3)nc2n1	1	-2.1	-1.8	-8	2	22	4	-1.0	2
COc1ccc(N(CC(=O)NCCc2cccc(C)c2)S(=O)(=O)c2c(C)noc2C)cc1	0	-0.7	-1.1	-1	2	1	nt	1.5	-26
CN(C)c1ccc(NC(=O)CN2CCN(CC(=O)Nc3ccc(F)cc3)CC2)cc1	-1	0.3	-2.8	-28	1	3	-6	-2.2	5
O=[N+]([O-])c1ccc(/C=C/c2ccncc2)cc1	1	nt	-0.7	-19	11	25	-25	-0.2	-5
S=C(Nc1ccc(Cl)cc1)NC1CC2CCC(C1)N2Cc1ccccc1 (stereo unspecified)	24	-5.2	nt	-9	19	6	-9	-0.8	-6
COc1ccccc1NS(=O)(=O)c1cccc(NC(=O)c2nc3nc(C)cc(C)n3n2)c1	0	-5.1	-0.9	21	1	0	2	0.0	-2
COc1ccc(NC(=O)CSc2nnnn2C2CC2)cc1S(=O)(=O)N1CCOCC1	2	-1.4	-2.5	-5	-1	-4	6	-0.4	5
CS/C(=N\S(=O)(=O)c1cccs1)NC(=O)CSc1nc2ccccc2s1	5&1	1.0&-2.3	0.8	1&3	-4&-6	-5&5	3	1.8	-6
Cc1ccc(C(=O)NCc2ccccc2)cc1Br	2	-3.4	0.8	-4	-3	4	6	2.5	-2
COC(=O)c1ccc(Cl)c(NC(=O)CN2CCN(Cc3ccccc3)CC2)c1	0	-4.6	0.7	14	0	-8	-5	-1.7	6
COc1ccc(/C=C2\N=C(C)OC2=O)cc1OC	7	0.1	nt	3	-3	14	-5	-1.0	1
CCN(C(=O)CSc1ncnc2sc(C)c(C)c12)C1CCS(=O)(=O)C1 (stereo unspecified)	0	0.6	nt	0	5	2	11	-3.1	1
COc1ccc(S(=O)(=O)N2CCCCC2c2cc(C(=O)NC(C)C)no2)cc1 (stereo unspecified)	-3	-1.9	-1.0	-6	nt	9	-1	nt	nt
O=C(CN1CCCCC1)Nc1ccc(NC(=O)c2ccccc2Cl)cc1Cl	3	2.3	0.5	-5	5	4	10	-2.3	1
O=C(CCCC(=O)OCC(F)(F)C(F)F)Nc1nccs1	-1	0.5	-1.4	5	3	9	-4	-3.1	2
O=C(CCc1nnc(Cc2ccc(-c3ccccc3)cc2)o1)NCCc1ccccn1	0	-1.0	nt	4	0	-2	8	1.4	0
O=C(CSc1nccn1Cc1ccccc1)Nc1nccs1	2	-0.9	1.5	3	-16	2	-1	2.3	0

Looked up by structure from above, 2 records:
SMILES	Mtb FBA inh	FadD28 binding	BioA inh	BoNT-F LC inh	MazF activator	GDH-TPI inh	PrPC TRFRET	UGM FP inh	Rv3671c protease
CSc1cccc(NC(=O)CNC(=O)C2CCCCC2)c1	0	-0.1	-2.5	-5	-1	-6	5	-1.3	-2
COc1ccccc1-n1c(C)nnc1SCC(N)=O	-1	-0.6	-0.7	1	3	-4	-2	-1.7	1

Other records:
SMILES	Mtb FBA inh	FadD28 binding	BioA inh	BoNT-F LC inh	MazF activator	GDH-TPI inh	PrPC TRFRET	UGM FP inh	Rv3671c protease
COc1ccc(C(=O)NNC(=O)Cc2ccc(Cl)cc2)cc1	0	0.2	nt	3	1	-6	1	-1.8	-11
CCOc1ccccc1C(=O)NCC(=O)NCC1CCCCC1	-3	-3.1	0.0	-7	5	-10	-6	-0.8	-1
CC1Cc2ccccc2N1C(=O)CN1CCN(S(=O)(=O)c2ccc3c(c2)OCCCO3)CC1 (stereo unspecified)	1	-0.1	-0.8	-6	-2	5	5	nt	nt
O=C(NCc1cccs1)C1CCCN1C(=O)NC1CCCCC1 (stereo unspecified)	1	0.8	nt	8	6	-3	-4	-2.5	3
COCC1CCN(Cc2nc(-c3ccc4c(c3)OCO4)no2)C1 (stereo unspecified)	4	-0.8	nt	-1	-1	-3	-2	0.0	6
CC(C)c1cc(Cn2c3ccccc3c(=O)n2C(C)C)on1	103*	-3.0	-0.5	2	nt	nt	9	nt	nt
C/C(=N\OC(=O)NC1CCCCC1)c1sc(-c2ccccc2)nc1C	0	-0.8	-1.7	-11	-6	15	7	-1.3	0
CC(=O)OCCNC(=O)c1cc2ccccc2oc1=O	14	-1.3	-4.5	2	8	17	-1	1.7	8
COc1ccc(C(NC(C)=O)c2cc(Cl)c3cccnc3c2O)cc1OC (stereo unspecified)	0	-3.2	nt	3	-6	12	-2	5.2	15
CCOc1cccc2sc(NC(=O)CCS(=O)(=O)c3ccccc3)nc12	6	-2.4	-0.4	-3	-1	5	0	-0.2	2
Cc1csc(=Nc2ccccc2)n1Cc1ccco1	-1	0.7	nt	3	-4	12	10	3.2	-2
COc1ccccc1CO/N=C/c1cccn1-c1nccc(N(C)C)c1C#N	1	-0.8	-1.7	4	-5	11	-4	-1.8	2
O=C(NC(Cc1c[nH]c2ccccc12)C(=O)Nc1ccc(F)cc1)c1cccs1 (stereo unspecified)	-3	0.5	2.2	3	8	0	3	2.2	-5
C=CCn1c(SCC(=O)NCc2ccco2)nnc1-c1ccc2ccccc2n1	-3	-5.4	0.5	0	4	15	6	0.8	-9
CSc1ncc(C(=O)Nc2cc(C)ccc2C)c(C)n1	-1	nt	-1.6	-6	-8	-9	3	0.5	nt
CC(C)Cc1ccc(CN2C(C(C)C)C(=O)N(Cc3cn(CCC4OCCO4)nn3)CCS2(=O)=O)cc1 (stereo unspecified)	-1	-5.9	1.7	1	nt	nt	2	nt	nt
CS(=O)(=O)N1CCN(c2ccc([N+](=O)[O-])cc2C(F)(F)F)CC1	1	-1.4	nt	nt	7	14	-20	-2.0	3
CCCN(CC(=O)Nc1ccccc1C)C(=O)c1ccc(-c2ccccc2)cc1	0	-1.4	0.3	8	-1	-7	2	-0.1	-12
C[C@H](CO)N1C[C@H](C)[C@@H](CN(C)CC2CCOCC2)Oc2cc(C#Cc3ccccc3F)ccc2S1(=O)=O	3	-1.9	-0.9&-3.0	-5	-4	4	0	nt	nt
O=C(Nc1cccc(F)c1)C1CCCN1C(=O)OCc1ccccc1 (stereo unspecified)	-2	-0.2	-1.5	7	-6	0	2	-0.1	5
CC(=O)[C@H]1[C@H](CCc2ccccc2)NC(=O)N(Cc2ccccc2)[C@@H]1C	2	-3.1	1.7	0	-10	0	-1	0.9	7
Cc1noc(C)c1S(=O)(=O)NCCN1CCN(c2ccccc2)CC1	4	-1.6	-0.6	-16	2	10	-6	0.8	-6
CCOc1ccc(S(=O)(=O)N2CCC(C(=O)NCCc3ccccc3)CC2)cc1	-1	-0.2	0.2	-18	1	6	3	0.2	-5
Cn1c(SCC(=O)Nc2sccc2C#N)nnc1C1CC1	-3	-0.8	0.1	-9	-1	14	1	1.4	-2
CC(=O)Oc1ccc(-c2cccc(C(=O)OCC(=O)N(C)c3ccccc3)c2)cc1	1	-2.2	-0.5	-7	-2	0	-2	1.9	-15

Entries from the list above containing a cyano group (three):
SMILES	Mtb FBA inh	FadD28 binding	BioA inh	BoNT-F LC inh	MazF activator	GDH-TPI inh	PrPC TRFRET	UGM FP inh	Rv3671c protease
CCOC(=O)CC(=O)CSC1=C(C#N)C(c2ccccc2OC)CC(=O)N1 (stereo unspecified)	1	-2.1	0.2	1	-8	5	-1	3.1	-2
COc1ccccc1CO/N=C/c1cccn1-c1nccc(N(C)C)c1C#N	1	-0.8	-1.7	4	-5	11	-4	-1.8	2
Cn1c(SCC(=O)Nc2sccc2C#N)nnc1C1CC1	-3	-0.8	0.1	-9	-1	14	1	1.4	-2

(more compounds)
SMILES	Mtb FBA inh	FadD28 binding	BioA inh	BoNT-F LC inh	MazF activator	GDH-TPI inh	PrPC TRFRET	UGM FP inh	Rv3671c protease
COc1ccc(C)cc1S(=O)(=O)Nc1cccc(SC)c1	1	-4.3	nt	-9	-1	0	1	3.3	6
O=C1C2C3C=CC(C3)C2C(=O)N1c1ccc2c(c1)CCC2 (stereo unspecified)	-1	-0.4	0.0	3	-2	1	nt	-1.9	7
O=C(c1ccc(N2CCOCC2)cc1)c1cccs1	-1	-4.7	3.6	-1	0	21	-4	2.1	0
CC(=O)Nc1cccc(-c2ccnc3c2CC(C)(C(=O)NCCc2ccccc2)O3)c1 (stereo unspecified)	4	-0.3	1.0	-12	nt	8	10	nt	nt
COc1ccc(-c2csc(NC(=S)NC(=O)/C=C/c3ccco3)n2)cc1OC	0	-2.5	nt	-2	14	12	7	-3.0	1
CC(=O)c1ccc(Oc2cc(C)nc(-n3nc(C)cc3C)n2)cc1	8	-0.3	7.4	-2	1	-2	13	0.6	-9
COc1ccc(OCC(=O)OCCNC(=O)c2cccnc2)cc1	2	-0.7	nt	3	-1	4	0	1.3	10
O=C(COc1ccc(Cl)cc1)Nc1ccc2c(c1)nc1n2CCOC1	2	-1.7	0.5	-2	2	-2	1	0.5	-4
CC(=O)/C(N=Nc1ccc(OC(F)(F)F)cc1)=C(\C)O	-3	-2.4	nt	?	2	3	-6	-0.9	2
COc1ccc(-c2nc(CS(=O)(=O)CC(=O)NCc3cccc(OC)c3OC)c(C)o2)cc1	1	-2.3	-2.3	-2	-1	4	6	-1.8	7
CN(C)c1ccc(/C(=N\O)C(F)(F)F)cc1	0	0.8	0.0	-4	0	14	1	-1.3	5
CCNS(=O)(=O)c1ccc2c(c1)NCC2	-3	-0.2	nt	-2	-5	2	0	1.6	7
COc1cc(OC)nc(Nc2nc(C(C)N)cs2)n1 (stereo unspecified)	0	-1.2	-0.1	-2	nt	8	6	nt	nt
NC(=O)C1CCN(C(=O)C2CC(=O)N(c3ccc(F)cc3)C2)CC1 (stereo unspecified)	0	0.3	0.6	2	11	3	3	0.1	10
CC1(c2ccccc2)C(C#N)C(=O)NC(=O)C1C#N (stereo unspecified)	3	0.2	-3.3	-9	2	14	4	nt	nt
Cc1noc(-c2ccccc2)c1NC(=O)Nc1ccc2nc([C@H]3C[C@H](O)[C@@H](CO)O3)[nH]c2c1	3	-0.1	-0.1	-6	nt	3	5	nt	nt
COCC(=O)N(Cc1cc2ccc(C)c(C)c2n2nnnc12)C1CCCC1	3	-0.1	nt	0	4	-3	0	-1.1	3
COc1ccc(C(C)=O)cc1CSc1nc(C)cc(C)n1	-6	-4.6	nt	-1	4	-6	8	0.0	-1
N#CC1=C(N)Oc2n[nH]c(CSc3ccccc3)c2C12C(=O)Nc1ccccc12 (stereo unspecified)	0	-3.2	2.0	-28	5	5	2	-1.4	-5
Cc1ccc(NC(=O)CCC(=O)NNS(=O)(=O)c2ccc(Cl)cc2)cc1C	1	-3.0	-1.4	8	3	3	-4	1.6	nt
CC(N=C1NC(C)(C)Cc2ccccc21)C(=O)O (stereo unspecified)	1	-0.3	-0.2	-1	5	2	6	0.0	-1
O=Cc1c(NCCN2CCOCC2)c2ccccc2[nH]c1=O	-1	-0.2	1.5	2	5	13	4	3.1	-3
CCC(CCC(=O)Nc1cccc(C(=O)O)c1)C(=O)O (stereo unspecified)	3	2.0	-1.9	0	7	7	0	-0.3	2
CCn1c(-c2ccc(C)cc2)nn(CC(=O)NCCc2ccccc2)c1=S	0	-2.6	nt	-1	0	-10	1	-1.2	0
COc1ccc(NC(=O)c2nc3nccc(C)n3n2)cn1	-2	-1.3	-0.2	-3	-2	12	6	4.9	-1
O=C1Nc2cccnc2N(C(=O)CCl)c2ccccc21	3	-0.9	-2.4	-32	7	-1	-5	1.3	-1
